From PubChem BioAssay
UPR XBP1 act: activators of adaptive arm of unfolded protein response (XBP1); activation, % at 20 µM; AID 463104; CHO-XBP1 luciferase reporter, IRE1-XBP1 UPR activation, luminescence; percent of tunicamycin response, DMSO as zero; 0.33% of 330,000 active;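 active = versus positive control, 20 µM dose yields 30% or more activation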;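 also: 100% = tunicamycin at 10 µg/mL and 0% = DMSO only wells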
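Material: IRE1-XBP1 luciferase reporter CHO line / Quantity: one thousand reporter cells per well / Buffer or medium: F12 with 10% serum / Compound: 20 µM single concentration, DMSO 1% / Times: 6 h treatment, 37 °C / Detection: Steady-Glo luciferase glow luminescence, 10 min after reagent addition / Benchmarks: tunicamycin high, DMSO low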
EBI2 antag: antagonists of human EBI2 receptor | P32249 | EBI2 beta-arrestin recruitment, luminescence, 7a,25-OHC stimulated | inhibition, % at 5 µM | 0.81% of 360,000 active; in the data active = inhibition above about 38%;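 also: enzyme fragment complementation signal reports receptor beta-arrestin coupling in cells; 0% = agonist plus DMSO wells and 100% = wells without agonist; some results beyond the cut were filed as inactive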
Target sequence (P32249 whole entry, looked up, the tested form may be a part): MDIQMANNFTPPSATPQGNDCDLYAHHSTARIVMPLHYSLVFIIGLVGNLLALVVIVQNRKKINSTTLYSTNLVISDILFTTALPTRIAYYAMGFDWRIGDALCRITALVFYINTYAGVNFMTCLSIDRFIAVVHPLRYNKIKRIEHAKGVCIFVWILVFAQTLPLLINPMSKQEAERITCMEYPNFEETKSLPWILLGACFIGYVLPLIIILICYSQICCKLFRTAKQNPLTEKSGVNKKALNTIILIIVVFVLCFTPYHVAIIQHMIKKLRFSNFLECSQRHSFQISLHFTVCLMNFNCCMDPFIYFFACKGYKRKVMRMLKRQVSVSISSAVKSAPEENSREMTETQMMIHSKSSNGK
CXCR6 inh: inhibitors of human CXCR6 receptor | CHO-K1 PathHunter CXCR6 beta-arrestin, luminescence | inhibition, % at 20 µM | 0.36% of 360,000 active | AID 602244; in the data active = inhibition above about 34%, passing the limit was not always enough;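 also: antagonist mode with CXCL16 agonist at 10 nM final; 0% = 10 nM CXCL16 with DMSO and 100% = unstimulated wells without agonist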
Target sequence (O00574 whole entry, looked up): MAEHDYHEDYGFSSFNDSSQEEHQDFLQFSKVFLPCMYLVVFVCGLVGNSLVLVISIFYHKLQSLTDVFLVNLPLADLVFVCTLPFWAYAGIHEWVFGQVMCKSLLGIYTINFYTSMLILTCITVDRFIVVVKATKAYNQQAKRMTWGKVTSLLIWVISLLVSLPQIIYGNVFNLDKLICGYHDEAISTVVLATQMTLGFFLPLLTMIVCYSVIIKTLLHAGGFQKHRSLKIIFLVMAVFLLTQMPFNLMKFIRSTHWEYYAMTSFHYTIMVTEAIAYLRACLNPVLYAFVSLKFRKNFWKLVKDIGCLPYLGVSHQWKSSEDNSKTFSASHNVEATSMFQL
tim23-1 inh: inhibits growth of tim23-1 mutant yeast | S. cerevisiae tim23-1 growth, BacTiter-Glo luminescence, 24 h | inhibition, % at 20 µM | 1.3% of 330,000 active;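 active = growth inhibition of the mutant yeast at or above 50%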;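 also: temperature-sensitive mutant grown at 25 °C; plate controls were DMSO-treated mutant yeast for no effect and medium wells lacking yeast for full effect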
APJ antagonist: antagonists of human APJ apelin receptor. P35414. CHO-K1 APJ beta-arrestin complementation, luminescence. inhibition, % at 20 µM. 0.32% of 330,000 active. AID 2521;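 active = inhibition above about 40% at 20 µM, limit read from the data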;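 also: cells challenged with 10 nM apelin-13 agonist together with compound; plate controls were apelin-13 plus DMSO wells for no effect and DMSO wells lacking apelin-13 for full effect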
Mdm2-MdmX inh: human Mdm2/MdmX binding inhibition | O15151+Q00987 | inhibition, % at 8 µM | AID 485346 | SaOS-2 split-luciferase Mdm2/MdmX complementation, luminescence | 3% of 330,000 active;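 active = inhibition of at least 50% at 8 µM in the primary screen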
CCR6 antagonist: CCR6 (human) receptor antagonism | P51684 | CHO-K1 CCR6 PathHunter beta-arrestin, luminescence, CCL20-stimulated | inhibition, % at 20 µM | 0.49% of 340,000 active | AID 493098;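 active = compounds whose inhibition of the agonist-driven luminescence signal at 20 µM reaches about 50%, limit read from the data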;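 also: cells stimulated with CCL20 at 14 nM final; plate controls were DMSO with CCL20 for no effect and DMSO without agonist for full effect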
Target sequence (P51684 whole entry, looked up): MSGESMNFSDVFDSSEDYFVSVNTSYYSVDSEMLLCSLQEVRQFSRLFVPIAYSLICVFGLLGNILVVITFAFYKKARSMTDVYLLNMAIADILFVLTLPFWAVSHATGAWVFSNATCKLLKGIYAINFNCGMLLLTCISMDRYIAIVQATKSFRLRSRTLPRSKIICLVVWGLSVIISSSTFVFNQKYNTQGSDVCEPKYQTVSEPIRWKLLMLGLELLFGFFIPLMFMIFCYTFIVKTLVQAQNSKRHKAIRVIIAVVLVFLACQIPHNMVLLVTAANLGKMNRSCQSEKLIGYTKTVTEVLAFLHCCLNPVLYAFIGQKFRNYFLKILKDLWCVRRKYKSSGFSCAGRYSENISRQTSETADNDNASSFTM
APJ agonist: APJ receptor agonism; P35414; CHO-K1 APJ PathHunter beta-arrestin, luminescence; 0% DMSO wells, 100% apelin; activation, % at 20 µM; 0.11% of 330,000 active;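 active = activation more than six SD over the plate average, tested at 20 µM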;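 also: 0% = DMSO alone and 100% = apelin-13 at 10 nM; some results filed as inactive read as strong as hits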
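Incubation: overnight seeding, 90 min compound at 25 °C, 1 h detection; test system: PathHunter CHO-K1 APJ (AGTRL-1) beta-arrestin reporter cells; amount: 1000 cells/well; doses: one dose, 20 µM compound, 1% DMSO; measured by: beta-gal luminescence; measure: agonist-driven arrestin binding to APJ; benchmarks: negative DMSO alone, positive Apelin-13 at 10 nM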
UPR CHOP act: activators of apoptotic arm of unfolded protein response (CHOP). CHO-CHOP luciferase reporter, UPR activation, luminescence; percent of tunicamycin response over DMSO baseline. activation, % at 10 µM. 0.34% of 330,000 active. AID 449763;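 active = at 10 µM dose, activation of 40% or more, normalized to positive control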;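 also: 100% = tunicamycin at 10 µg/mL and 0% = DMSO alone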
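assay system = CHO CHOP reporter cells | amount = 500 CHO-CHOP cells per well | buffer or medium = F12 with 10% FBS | incubation = 16-18 h cell attachment, then 6 h compound exposure, 37 °C | detection = luminescence read with Steady-Glo | read-out = percent activation relative to tunicamycin control | controls = tunicamycin high control, DMSO low control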
An asterisk follows results filed as active. These rows are one share of the data. The share of hits here may be higher or lower than overall.

SMILES	UPR XBP1 act	EBI2 antag	CXCR6 inh	tim23-1 inh	APJ antagonist	Mdm2-MdmX inh	CCR6 antagonist	APJ agonist	UPR CHOP act
CCOC(=O)C1CCCN(C2CC(=O)N(c3ccc(C)cc3)C2=O)C1 (stereo unspecified)	-1	-2	4	10	8	-13	10	1	0.2
COc1ccc([N+](=O)[O-])cc1N(CC(=O)N1CCCC1)S(C)(=O)=O	0	-4	0	4	-1	7	4	-4	1.1
Cc1ccsc1CN(C)C(=O)CCc1nnc(COc2ccccc2)o1	4	10	-9	15	0	6	11	-1	2.4
COc1ccc(-c2cc(C(=O)N3CCCCCC3)c3cc(C)ccc3n2)cc1	-1	20	-5	44	14	12	22	-2	2.0
O=C(NCc1cccnc1)c1ccc(Cl)c(Cl)c1	0	2	5	9	-1	11	26	-2	2.5
CCn1c(C(C)NC(=O)c2cccs2)nc2ccccc21 (stereo unspecified)	0	-6	-8	-2	-53	7	11	0	0.4
O=C(Nc1ccc(N2CCOCC2)c(F)c1)c1cccs1	-3	-10	1	1	12	-68	5	9	1.6
CC(C)NC(=O)c1cccc(Cn2cc(Cl)cn2)c1	-1	-12	3	3	12	3	-16	-2	0.7
Cc1cc(-c2csc(N)n2)c(C)n1CCC(C)C	2	-6	13	10	-22	20	24	1	-3.6
CC(C)CNc1oc(-c2ccc(F)cc2)nc1C#N	9	-4	-13	15	21	-12	8	-1	1.5
c1ccc(-c2cc3n(c2)CCc2ccccc2-3)cc1	0	-4	6	27	-10	-2	9	-2	3.7
O=C(CN(C(=O)c1ccccc1)N1C(=O)CCC1=O)c1cccs1	-2	-4	0	-8	0	-37	1	-4	0.2
Cc1cc(C)c(OCC(=O)OCC(=O)N2CCN(C(=O)c3ccco3)CC2)c(C)c1	-1	-3	6	-9	6	7	17	-7	0.1
CCCCOc1ccc(-c2nnn(CC(=O)NCc3ccco3)n2)cc1	1	7	-9	12	-22	45	-18	1	2.5
COc1cc2c(cc1OC)C(NNC(=O)c1ccc(Br)o1)=NC(C)(C)C2	0	4	5	-7	19	22	11	0	1.5
C=CCOc1ccccc1CN1CCCCCC1	-1	2	4	-8	-2	25	14	-3	-0.6
O=S(=O)(c1ccc(F)cc1)N1CCN(c2nc(-c3cccnc3)nc3ccccc23)CC1	2	2	5	43	0	22	12	-2	1.8
O=c1c([N+](=O)[O-])cccn1Cc1ccc(F)cc1Cl	-2	5	3	12	9	10	-2	-1	0.8
CC(C)Oc1ccc(NC(=O)C2CCCNC2=O)cc1 (stereo unspecified)	-4	2	-2	-10	14	6	7	4	1.7
C=CCNC(=S)NCc1ccccc1	-2	0	-6	-8	0	13	-6	-7	1.5

Compound profiles, from the list above:
COc1cc2c(cc1OC)C(NNC(=O)c1ccc(Br)o1)=NC(C)(C)C2 is entered as UPR XBP1 act = 0; EBI2 antag = 4; CXCR6 inh = 5; tim23-1 inh = -7; APJ antagonist = 19; Mdm2-MdmX inh = 22; CCR6 antagonist = 11; APJ agonist = 0; UPR CHOP act = 1.5
COc1ccc(-c2cc(C(=O)N3CCCCCC3)c3cc(C)ccc3n2)cc1 is entered as UPR XBP1 act = -1; EBI2 antag = 20; CXCR6 inh = -5; tim23-1 inh = 44; APJ antagonist = 14; Mdm2-MdmX inh = 12; CCR6 antagonist = 22; APJ agonist = -2; UPR CHOP act = 2.0

Going on with the list.
SMILES	UPR XBP1 act	EBI2 antag	CXCR6 inh	tim23-1 inh	APJ antagonist	Mdm2-MdmX inh	CCR6 antagonist	APJ agonist	UPR CHOP act
C=C(C)C(=O)Nc1cccc(C2=NOC3(C2)C[C@@H](C(N)=O)N(C(=O)c2ccc(OC)cc2)C3)c1 (stereo partly specified)	0	7	-10	-5	2	-15	14	-4	-2.0
Cc1ccc(-c2nnn(CCOc3cccc(Br)c3)n2)cc1	-3	-11	-2	14	3	-10	5	-2	-0.1
COC(=O)C1=C(C)N(Cc2ccccc2)C(=NCc2ccc(OC)cc2)N[C@H]1c1cccc(F)c1	4	-22	-4	19	9	87*	-1	12	-0.1
CCCNC(=O)c1ccc(Cn2cc(C(F)(F)F)ccc2=O)cc1	-3	1	-3	18	1	-9	-2	2	-1.6
O=C(N/N=C/c1ccc(O)cc1)c1nc(-c2ccccc2)n(-c2ccccc2)n1	-2	7	-1	16	-6	20	10	1	-1.7
CCc1cc(=O)oc2cc(C)cc(OCC(=O)NCc3cccnc3)c12	-3	4	0	10	-9	10	-2	1	-0.4
COc1ccc(S(=O)(=O)N2CCN(C(=O)c3oc4ccccc4c3C)CC2)cc1	-3	29	3	53*	1	12	21	-1	1.5
O=C(CN1CCC(n2nnc3ccccc32)CC1)Nc1ccc2c(c1)CCC2	-2	13	0	20	3	25	11	-5	2.6
Cc1cc(Br)ccc1OCCOCCN1CCCC1	-2	0	-1	-4	-7	-14	2	-2	-1.2
COc1ccc(N2CCN(C(=O)CCn3nnc4ccccc43)CC2)cc1	-3	-3	-2	16	-1	-21	13	1	1.2
Cc1sc2nc(CN3CCOCC3)nc(N3CCN(S(=O)(=O)c4ccccc4)CC3)c2c1C	1	-6	6	15	20	14	-2	-1	0.7
Cc1sc2ncnc(NCC(O)c3ccc([N+](=O)[O-])cc3)c2c1C (stereo unspecified)	3	2	-22	30	-6	7	6	5	9.0
CN1CCN(c2oc(-c3ccc([N+](=O)[O-])cc3)nc2C#N)CC1	0	-3	2	-12	-20	15	4	-1	-0.3
COC(=O)C1=C(C)NC(=O)NC1c1ccc(N2CCC(c3ccccc3)=N2)cc1 (stereo unspecified)	-3	2	-8	-2	-3	0	0	-1	-0.5
COc1ccc(NS(=O)(=O)c2cccc(C(=O)OCC(=O)c3c(N)n(C)c(=O)n(C)c3=O)c2)cc1	-3	8	5	10	-7	20	7	-3	-1.3
N#Cc1c(-c2ccccc2)nc(-c2ccncc2)[nH]c1=O	-1	-9	-4	5	-1	5	22	2	-0.6
Nc1nccnc1C(=O)OCC(=O)NNC(=O)c1ccccc1	-3	-2	-6	-3	19	6	0	-1	-1.3
O=C(Nc1ccc(OC(F)(F)F)cc1)C1CCCN(S(=O)(=O)c2cccnc2)C1 (stereo unspecified)	-2	2	3	8	-21	8	0	6	1.0
O=C(Nc1nc(-c2ccccc2)cs1)C1CCCO1 (stereo unspecified)	2	-6	6	1	7	-28	-6	-5	3.8
CCC(=O)N1CCC(C(N)=O)(N2CCCCC2)CC1	-2	3	12	-4	1	16	2	-3	-1.2
O=C(/C=C/c1c(Cl)nc2ccccn12)Nc1ccc(F)cc1	5	13	4	5	-2	-3	18	-3	3.1
CCOC(=O)C1C(=O)CC(C)(O)C(C(=O)OCC)C1c1ccc(Br)cc1 (stereo unspecified)	-3	3	4	12	18	24	19	-3	-1.0
CCC(C(=O)NC(C)(C)C)N(Cc1ccco1)C(=O)CNS(=O)(=O)c1ccc(OC)cc1 (stereo unspecified)	7	6	0	19	6	-20	5	-1	0.3
O=S(=O)(Nc1cccnc1)c1ccc(Cl)cc1	1	-7	-1	1	-5	11	20	0	-0.1
CCOC(=O)CSc1nnc(CNC(=O)Cc2ccccc2)n1C	-1	0	-2	21	-15	10	5	0	1.3
Cn1cccc1C(=S)N1CCOCC1	6	-3	-2	8	-4	-28	17	6	-1.2
CCOc1ccc(OCCCC(=O)N2CCN(S(=O)(=O)c3ccccc3C#N)CC2)cc1	2	22	-10	18	-14	8	-5	1	-0.2
Cc1c(NC(=O)CSc2ncnc3ccccc23)c(=O)n(-c2ccccc2)n1C	-1	-3	8	3	1	13	12	-2	-0.2
Cc1oc(-c2ccc(C(F)(F)F)cc2)nc1CN(Cc1ccccn1)C[C@@H]1CCC(=O)N1	1	-3	-2	14	1	-10	17	-3	-3.0
COCCNC(=S)Nc1cc(OC)c(NC(=O)c2ccco2)cc1OC	-2	2	-5	-2	-3	-24	17	-3	-1.0
Cc1ccnc2nc(C(=O)Nc3nnc(-c4ccc(Cl)cc4)o3)nn12	-1	-2	-4	9	9	5	12	-1	-0.3
CCN(C(=O)COC(=O)c1cc(-c2ccccc2)nc2c1c(C)nn2-c1ccc(C)cc1)C1CCS(=O)(=O)C1 (stereo unspecified)	3	27	-2	-10	19	28	5	-2	1.6
Cc1ccc2cc(C#N)c(N3CCCN(S(=O)(=O)c4ccccc4)CC3)nc2c1C	1	3	3	17	-1	-6	19	0	-1.6
CCN(CC(=O)NC1CCS(=O)(=O)C1)Cc1nc2c(Br)cc(Br)cc2c(=O)[nH]1 (stereo unspecified)	-2	-3	-3	12	-10	17	3	-1	-2.7
OCc1cn(-c2ccccc2)nn1	-1	-1	3	6	0	11	0	-4	0.3
Cc1cccc(OCC(=O)NNc2c3ccccc3nc3ccccc23)c1	5	20	5	-4	11	15	12	-2	0.2
Cc1cc(NC(=O)CN2CCN(c3ccccc3O)CC2)no1	1	-34	-3	11	9	-13	16	-1	2.1
CC1(C)Cc2c(cnn2-c2cccc(F)c2)C(NC(=O)c2csnn2)C1 (stereo unspecified)	-3	0	9	27	1	12	7	-2	-1.7
CCc1nnc(NC(=O)C2=NN(C3CCS(=O)(=O)C3)C(=O)CC2)s1 (stereo unspecified)	1	-7	-7	-11	20	-15	9	-3	1.2
CCOc1cc(/C=C2\C(=N)N3N=C(C)SC3=NC2=O)ccc1OCCOc1cccc(OC)c1	-5	9	-1	-7	11	13	16	-5	1.0
COc1ccc(-n2c(O)c(/C=C3\C=Nc4ccccc43)c(=O)[nH]c2=O)cc1	-5	7	-3	-9	6	18	13	-1	-0.9
COCCn1c(SCC(=O)N2CCCCCC2)nnc1-c1ccco1	4	-2	1	-5	0	20	2	-3	1.7
COc1cccc(OC)c1C(=O)N1CCN(S(=O)(=O)c2ccc(C)cc2)CC1	-3	-3	5	14	-1	-9	8	1	-0.9
CCN(CC)C(=O)C1CCN(Cc2ccc(OCc3ccccc3)c(OC)c2)CC1	-4	-9	5	3	11	-2	4	-5	1.1
CCn1cnc2c1c(=O)n(CC(=O)NCc1ccccc1)c(=O)n2Cc1ccccc1	-5	9	0	-1	-7	9	21	-4	1.6
CCC12OC(=N)C(C#N)(C1C)C(C#N)(C#N)C(c1ccccc1)O2 (stereo unspecified)	-1	0	-5	1	-11	-17	13	0	-1.6
COCCN1Cc2cccc(C(=O)NCC3CCN(CC(C)C)C3)c2C1=O (stereo unspecified)	-1	2	8	14	13	1	-6	-2	-0.7
COc1cc(C(=O)NCc2nnc(SCC(=O)Nc3c(C)cc(C)cc3C)o2)cc(OC)c1OC	-7	3	0	-1	23	21	8	-1	-0.6
COc1ccc(NC(=O)CC2C(=O)N(c3cccc(OC)c3)C(=O)N2C(C)C)cc1 (stereo unspecified)	-4	0	-2	7	8	-1	3	-4	0.9
NS(=O)(=O)c1ccc(NC(=O)CSc2ncccn2)cc1	1	1	-8	22	-4	-21	4	-1	0.8
